S2 tox: Viability Counterscreen for Primary qHTS for Inhibitors of ATXN expression | S2 cells (HEK-293 line with an ATXN2-luciferase reporter) viability, CellTiter-Fluor protease fluorescence, 24 h | Potency, µM (doses to about 56.7 µM), actives largely listed as cytotoxic | 0.49% of 400,000 active | AID 651635, 2014; also: nearly all actives have a fitted effect of over 40% in size
ATXN2 expr inh: Primary qHTS for Inhibitors of ATXN expression | 0.72% of 360,000 active | Potency, µM (doses to about 57 µM), for the others: top-dose activity change, negative = inhibition, actives largely listed as inhibitors | HEK-293 ATXN2-luciferase reporter, luminescence, 24 h; also: % is scaled to controls: 0 for no effect and ±100 for the full control effect; nearly all actives have a fitted effect of over 55% in size
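ATXN2-luciferase reporter cells (luciferase flanked by upstream and downstream ATXN2 gene portions) were treated 24 h at 37 °C with compounds at up to 57 uM. SteadyGlo luminescence gave expression; GF-AFC fluorescence gave viability.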
A549 tox: Nrf2 qHTS screen for inhibitors: counterscreen for cytotoxicity; A549 ARE-Fluc cells, CellTiter-Fluor viability, 18-24 h; Potency, µM (highest dose often 46 µM), for the others: at the top dose activity change, negative = cytotoxicity, actives largely listed as inhibitors; 0.16% of 390,000 active; also: % is scaled to controls: 0 for no effect and ±100 for the full control effect
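A549 ARE_Fluc cells in 5% FBS OPTI-MEM were exposed to compounds in concentration-response for 18-24 h at 37 deg C. Viability was read by CellTiter-Fluor fluorescence (Ex 405/Em 525) after 30 min, before the luciferase read.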
EPAC2 antagonist: qHTS for Antagonist of cAMP-regulated guanine nucleotide exchange factor 2 (EPAC2): primary screen | Rap guanine nucleotide exchange factor 4 (Homo sapiens), Q8WZA2 | EPAC2 GEF exchange of Rap1B-BODIPY-GDP, fluorescence | Potency, µM (highest dose often 114 µM), without a hit: at the top dose activity, negative = inhibition, usual class: inhibitors | 0.18% of 360,000 active | AID 720708, 2013; also: % is scaled to controls: 0 for no effect and ±100 for the full control effect; nearly all actives have a fitted effect of over 45% in size; many of its hits are not listed in these tables
Target sequence (Q8WZA2 whole entry, looked up): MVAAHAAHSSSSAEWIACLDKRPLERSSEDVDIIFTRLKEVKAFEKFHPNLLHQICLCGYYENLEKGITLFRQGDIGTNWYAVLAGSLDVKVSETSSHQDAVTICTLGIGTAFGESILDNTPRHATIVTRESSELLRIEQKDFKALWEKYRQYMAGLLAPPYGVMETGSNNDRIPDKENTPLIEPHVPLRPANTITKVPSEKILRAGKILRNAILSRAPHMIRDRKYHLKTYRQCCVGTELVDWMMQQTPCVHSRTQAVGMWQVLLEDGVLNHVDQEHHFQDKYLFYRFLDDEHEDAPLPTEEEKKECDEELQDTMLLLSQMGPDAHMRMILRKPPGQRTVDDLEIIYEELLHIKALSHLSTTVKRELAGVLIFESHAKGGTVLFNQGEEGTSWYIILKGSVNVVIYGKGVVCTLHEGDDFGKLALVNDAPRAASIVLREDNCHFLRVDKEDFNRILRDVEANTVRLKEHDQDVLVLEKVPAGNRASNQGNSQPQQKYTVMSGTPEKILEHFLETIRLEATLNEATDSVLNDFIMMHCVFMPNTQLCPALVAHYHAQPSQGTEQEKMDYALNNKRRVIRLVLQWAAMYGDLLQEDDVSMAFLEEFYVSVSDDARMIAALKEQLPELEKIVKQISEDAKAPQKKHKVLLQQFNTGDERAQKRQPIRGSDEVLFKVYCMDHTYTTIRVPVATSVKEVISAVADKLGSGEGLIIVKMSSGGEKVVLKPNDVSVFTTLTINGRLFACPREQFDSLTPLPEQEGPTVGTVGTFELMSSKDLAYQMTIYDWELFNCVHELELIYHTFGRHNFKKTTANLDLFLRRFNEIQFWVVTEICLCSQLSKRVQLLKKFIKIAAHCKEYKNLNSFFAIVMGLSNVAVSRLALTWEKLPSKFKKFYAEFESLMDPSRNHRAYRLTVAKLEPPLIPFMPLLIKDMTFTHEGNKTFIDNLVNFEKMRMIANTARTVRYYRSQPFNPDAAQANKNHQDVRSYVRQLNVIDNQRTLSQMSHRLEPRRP
Nrf2 activator: qHTS of Nrf2 Activators. AREc32 ARE-luciferase reporter (MCF7-derived line), luminescence, 24 h. Potency, µM (doses to about 46.1 µM), inactives show at the highest dose activation, most hits filed as activators. 0.31% of 410,000 active; also: % of control where 0% means no effect; nearly all actives have a fitted effect of over 65% in size
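Each well held 1000 AREc32 cells, which were incubated with compound for 24 hr at 37 deg C after overnight attachment, and ARE reporter activity was quantified by firefly luciferase luminescence.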
TGFb inhibitor: qHTS for Inhibitors of TGF-b; HepG2 CAGA-GFP TGF-b/SMAD3 reporter, GFP fluorescence, 18 h; TGF-beta stimulated, 500 pg/mL final; Potency, µM (top dose mostly 46.1 µM), for inactives: top-dose activity, negative = inhibition, most hits filed as inhibitors; 1.2% of 410,000 active; AID 588855, 2011; also: % is scaled to controls: 0 for no effect and ±100 for the full control effect; nearly all actives have a fitted effect of over 65% in size
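HEPG2 CAGA-GFP reporter cells (1000/well, DMEM with 1% FBS) received compounds, then recombinant TGF-beta at 500 pg/mL final for 18 hours at 37 degrees C. Per-cell GFP summed per well was normalised to unstimulated and stimulated DMSO controls before curve fitting.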
HepG2 tox: qHTS for Inhibitors of TGF-b: Cytotox Counterscreen | HepG2 CAGA-GFP viability, ATP luminescence, 18 h | Potency, µM (series often up to 46.1 µM), inactives show top-dose activity change, negative = cytotoxicity, actives largely listed as cytotoxic | 0.76% of 410,000 active | AID 588856, 2011; also: some results filed as inactive show a strong effect at the top dose
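CellTiter-Glo luminescence gave cytotoxicity after 18 hours at 37 degrees C. The cells were HepG2 CAGA-GFP in 1% FBS DMEM, stimulated with 500 pg/mL TGF-beta after compound addition. %Activity was normalised to no-cell wells (complete cell-killing) and DMSO (no toxicity), and curves were fitted and classified.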
MCF10A rereplic: A quantitative high throughput screen for small molecules that induce DNA re-replication in MCF 10a normal breast cells; Potency, µM (series often up to 46.1 µM), for inactives: at the top dose activity, positive = re-replication, most hits filed as activators; MCF 10A DNA re-replication, Hoechst nuclear intensity, 48 h; 2.9% of 350,000 active; also: % of control where 0% means no effect; nearly all actives have a fitted effect of over 50% in size
Nrf2 block: Nrf2 qHTS screen for inhibitors; A549 ARE-Fluc reporter, luciferase luminescence, 18-24 h; Potency, µM (top dose mostly 46 µM), inactives show at the highest dose activity change, negative = inhibition, usual class: inhibitors; 2.1% of 360,000 active; also: % is scaled to controls: 0 for no effect and ±100 for the full control effect; nearly all actives have a fitted effect of over 60% in size
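A549 ARE_Fluc cells, 5000/well, 5% FBS OPTI-MEM; compounds in dose-response, 18-24 h at 37 °C/5% CO2; CellTiter-Fluor viability read (Ex 405/Em 525), then BugLite luciferase luminescence = Nrf2 activity.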
Numbers without * were called inactive; [ ] = dose if it differs, or a comment. Calls follow the shape of the dose curve; as a rule, active = well fitted curve in the direction sought with a large enough effect; inconclusive = small, poorly fitted or top-dose-only effect, or another doubt; inactive = no such curve, though single readings can be large; an effect the other way counts as inactive or inconclusive. Potency is read from the fitted curve at half-maximal effect. A portion of the library; count on the stated rates, not on these rows.

The first four compounds as a preview:
Screening COc1ccc(NC(=O)c2sc3ncn(CC(=O)N4CCN(c5ccccn5)CC4)c(=O)c3c2C)c(OC)c1 returned S2 tox inactive, ATXN2 expr inh 7%, A549 tox 3%, EPAC2 antagonist 14%, Nrf2 activator -0.2%, TGFb inhibitor -6%, HepG2 tox 6%, MCF10A rereplic 13% and Nrf2 block -6%.
For CCCCCN(C(=O)CCC(=O)OCC(=O)N1CCCCC1)c1c(N)n(CCCC)c(=O)[nH]c1=O the results were S2 tox inactive, ATXN2 expr inh -7%, A549 tox -8%, EPAC2 antagonist 9%, Nrf2 activator 0.2%, TGFb inhibitor -1%, HepG2 tox 3%, MCF10A rereplic -5% and Nrf2 block -3%.
`O=C(O)CCCC1(C(=O)O)CCCC1` gave S2 tox inactive, ATXN2 expr inh 7%, A549 tox -1%, EPAC2 antagonist -4%, Nrf2 activator 0.4%, TGFb inhibitor 16%, HepG2 tox -9%, MCF10A rereplic -24% and Nrf2 block 6%.
For O=[N+]([O-])c1ccccc1S(=O)(=O)N1CCN(C2CCCC2)CC1 the results were S2 tox inactive, ATXN2 expr inh -4%, A549 tox 0%, EPAC2 antagonist -6%, Nrf2 activator 2.3%, TGFb inhibitor 3%, HepG2 tox -11%, MCF10A rereplic -1% and Nrf2 block -20%.

This part in full, from the start:
Screening COc1ccc(NC(=O)c2sc3ncn(CC(=O)N4CCN(c5ccccn5)CC4)c(=O)c3c2C)c(OC)c1 returned S2 tox inactive, ATXN2 expr inh 7%, A549 tox 3%, EPAC2 antagonist 14%, Nrf2 activator -0.2%, TGFb inhibitor -6%, HepG2 tox 6%, MCF10A rereplic 13% and Nrf2 block -6%.
For CCCCCN(C(=O)CCC(=O)OCC(=O)N1CCCCC1)c1c(N)n(CCCC)c(=O)[nH]c1=O the results were S2 tox inactive, ATXN2 expr inh -7%, A549 tox -8%, EPAC2 antagonist 9%, Nrf2 activator 0.2%, TGFb inhibitor -1%, HepG2 tox 3%, MCF10A rereplic -5% and Nrf2 block -3%.
`O=C(O)CCCC1(C(=O)O)CCCC1` gave S2 tox inactive, ATXN2 expr inh 7%, A549 tox -1%, EPAC2 antagonist -4%, Nrf2 activator 0.4%, TGFb inhibitor 16%, HepG2 tox -9%, MCF10A rereplic -24% and Nrf2 block 6%.
For O=[N+]([O-])c1ccccc1S(=O)(=O)N1CCN(C2CCCC2)CC1 the results were S2 tox inactive, ATXN2 expr inh -4%, A549 tox 0%, EPAC2 antagonist -6%, Nrf2 activator 2.3%, TGFb inhibitor 3%, HepG2 tox -11%, MCF10A rereplic -1% and Nrf2 block -20%.
Cc1ccc(C)c(N2CCN(c3nc4ccccc4c(=O)n3-c3ccccc3)CC2)c1 was read as A549 tox 4%, Nrf2 activator -0.2%, TGFb inhibitor -12%, HepG2 tox -2% and Nrf2 block 12%.
`CCOC(=O)N1CCC(N2Cc3cccc(C(=O)Nc4cc(F)ccc4F)c3C2=O)CC1` gave S2 tox inactive, ATXN2 expr inh -27%, A549 tox 3%, EPAC2 antagonist 4%, Nrf2 activator -0.1%, TGFb inhibitor 6%, HepG2 tox -3%, MCF10A rereplic 3% and Nrf2 block 9%.
For COc1ccc(CN(C)C(=O)c2cc(S(=O)(=O)N3CCOCC3)ccc2N2CCCC2)cc1 the results were S2 tox inactive, ATXN2 expr inh -5%, A549 tox 0%, EPAC2 antagonist 2%, Nrf2 activator 0.4%, TGFb inhibitor -2%, HepG2 tox -4%, MCF10A rereplic -36%[inhibitor] and Nrf2 block -2%.
For Cn1ncc([N+](=O)[O-])c1C(=O)Nc1ccccc1C(=O)O the results were S2 tox inactive, ATXN2 expr inh -19%, A549 tox 2%, EPAC2 antagonist -1%, Nrf2 activator -0.1%[9.22 µM], TGFb inhibitor 1%, HepG2 tox -7%, MCF10A rereplic -15% and Nrf2 block -7%.
Cc1cc2cc(CNC(=S)Nc3ccc(OC(F)(F)F)cc3)ccc2[nH]1 was read as S2 tox inactive, ATXN2 expr inh -12%, A549 tox -6%, EPAC2 antagonist 12%, Nrf2 activator 0.3%, TGFb inhibitor -17%, HepG2 tox -19%, MCF10A rereplic inconclusive and Nrf2 block inconclusive.
`C[C@H](NC(=O)C1CCN(C(=O)[C@H](Cc2ccccc2)NC(=O)OC(C)(C)C)CC1)C(=O)O` gave S2 tox inconclusive, ATXN2 expr inh -17%, A549 tox 3%, EPAC2 antagonist 15%, Nrf2 activator -0.6%, TGFb inhibitor 0%, HepG2 tox -5%, MCF10A rereplic 0% and Nrf2 block 7%.
Cc1cc(=O)oc2cc(OC(C)C(=O)NCCCn3ccnc3)ccc12 (configuration not stated) was read as S2 tox inactive, ATXN2 expr inh 11%, A549 tox 1%, EPAC2 antagonist -3%, Nrf2 activator 0.2%, TGFb inhibitor -16%, HepG2 tox -1%, MCF10A rereplic -2% and Nrf2 block 7%.
`CN(Cc1ccccc1)C(=O)COC(=O)c1ccc(Br)o1` gave S2 tox inactive, ATXN2 expr inh 3%, A549 tox -4%, EPAC2 antagonist -5%, Nrf2 activator -0.3%, TGFb inhibitor 9%, HepG2 tox -7%, MCF10A rereplic 2% and Nrf2 block -26%.
Nc1ccc(Oc2ccccc2F)nc1 was read as S2 tox inconclusive, ATXN2 expr inh -6%, A549 tox 0%, EPAC2 antagonist -5%, Nrf2 activator -3.1%, TGFb inhibitor -1%, HepG2 tox -13%, MCF10A rereplic -2% and Nrf2 block 1%.
For CSc1ccccc1NC(=O)C1(C)CCN1C(=O)CCC1CCCC1 (configuration not stated) the results were S2 tox inactive, ATXN2 expr inh -10%, EPAC2 antagonist -10%, Nrf2 activator 4.4%, TGFb inhibitor inconclusive and HepG2 tox -23%.
`CC(=O)c1ccc(NC(=O)CN2CCOCC2)cc1` gave S2 tox inactive, A549 tox -2%, EPAC2 antagonist 11%, Nrf2 activator 2.2%, TGFb inhibitor -2%, HepG2 tox -4%, MCF10A rereplic 6% and Nrf2 block 22%.
`COC(=O)c1ccccc1NC(=O)C1CCN(C(=O)c2ccc(OC)cc2)CC1` gave S2 tox inactive, ATXN2 expr inh -10%, A549 tox -11%, EPAC2 antagonist -17%[57.1 µM], Nrf2 activator 0.1%, TGFb inhibitor -5%, HepG2 tox 0%, MCF10A rereplic inconclusive and Nrf2 block -14%.
`C/C=C\C=C/C(=O)Nc1cccc(C2=NOC3(C2)C[C@@H](C(N)=O)N(C(=O)/C=C/C=C\C)C3)c1` (some centres not stated) gave S2 tox inactive, ATXN2 expr inh 1%, A549 tox 2%, EPAC2 antagonist 6%, Nrf2 activator -0.2%, TGFb inhibitor -63%, HepG2 tox -10%, MCF10A rereplic 14% and Nrf2 block -9%.
Screening O=S(=O)(c1ccccc1)N1CCN(c2ncnc3sc(-c4ccccc4)cc23)CC1 returned S2 tox inactive, ATXN2 expr inh -10%, A549 tox 3%, EPAC2 antagonist 7%, Nrf2 activator 0.0%, TGFb inhibitor -6%, HepG2 tox -7%, MCF10A rereplic 5% and Nrf2 block inconclusive.
`O=c1c(C(c2ccc(F)cc2)c2c(O)nc3n(c2=O)CCS3)c(O)nc2n1CCS2` gave S2 tox inactive, ATXN2 expr inh 4%, A549 tox 2%, EPAC2 antagonist 4%, Nrf2 activator 3.0%, TGFb inhibitor 0%, HepG2 tox -28%, MCF10A rereplic -26% and Nrf2 block 10%.
Screening Cc1ccc2nc(CNC(=O)C3CCC(=O)N(Cc4ccccc4F)C3)cn2c1 (configuration not stated) returned S2 tox inactive, ATXN2 expr inh 6%, A549 tox 2%, EPAC2 antagonist 8%, Nrf2 activator -0.2%, TGFb inhibitor -4%, HepG2 tox 17%, MCF10A rereplic 10% and Nrf2 block 5%.
Screening C[C@@H]1C(c2ccccc2)=NN(c2ccccc2)[C@H]1C(=O)N1CCOC1=O returned S2 tox inactive, ATXN2 expr inh 11%, A549 tox -4%, EPAC2 antagonist -22%, Nrf2 activator 1.4%, TGFb inhibitor 6%, HepG2 tox 0%, MCF10A rereplic 9% and Nrf2 block 12%.
Cc1ccc(S(=O)(=O)N2CCN(Cc3cc(=O)n4ccccc4n3)CC2)cc1C was read as S2 tox inactive, ATXN2 expr inh -5%, A549 tox 2%, EPAC2 antagonist -7%, Nrf2 activator -0.5%, TGFb inhibitor -3%, HepG2 tox -21%, MCF10A rereplic -4% and Nrf2 block 11%.
Screening COc1ccc(COc2ccc3c(C)cc(=O)oc3c2)cc1 returned S2 tox inconclusive, A549 tox -5%, EPAC2 antagonist -14%, Nrf2 activator 6.0%, TGFb inhibitor 20%, HepG2 tox -48%, MCF10A rereplic 1% and Nrf2 block 14%.
`COc1ccc(OC)c(CNC(=O)c2cccc(NC(=O)N3CCSc4ncccc43)c2)c1` gave A549 tox 5%, Nrf2 activator 0.5%, TGFb inhibitor -18%, HepG2 tox 9% and Nrf2 block inconclusive.
Cc1nc2cc(-c3ccccc3)nn2c(C)c1CCC(=O)NCc1ccco1 was read as S2 tox inactive, ATXN2 expr inh -21%, A549 tox -2%, EPAC2 antagonist 2%, Nrf2 activator 6.8%, TGFb inhibitor -14%, HepG2 tox 5%, MCF10A rereplic -2% and Nrf2 block inconclusive.
`COc1ccc(C)cc1S(=O)(=O)N1CCN(S(=O)(=O)c2cc(C(=O)O)ccc2C)CC1` gave S2 tox inactive, ATXN2 expr inh -30%, A549 tox 1%, EPAC2 antagonist 7%, Nrf2 activator 0.4%, TGFb inhibitor 6.3µM*, HepG2 tox -47%, MCF10A rereplic 6% and Nrf2 block 5%.
`Cc1cc(C(C)(C)C)n2nc(C)c(-c3ccccc3)c2n1` gave ATXN2 expr inh 24%, A549 tox 0%, EPAC2 antagonist -1%, Nrf2 activator -0.3%, TGFb inhibitor 5%, HepG2 tox 0%, MCF10A rereplic inconclusive and Nrf2 block 20%.
